DRD3 agonist: qHTS of D3 Dopamine Receptor Agonist: qHTS | D(3) dopamine receptor (Homo sapiens), P35462 | D3R DiscoveRx beta-arrestin cells, luminescence, 90 min | max activation, % | 0.58% of 410,000 active | AID 652048, 2013; in the data active means max activation above about 30%; further: 0% is about no effect; mostly tested at two doses, the higher about 12 µM
Target sequence (P35462 whole entry, looked up): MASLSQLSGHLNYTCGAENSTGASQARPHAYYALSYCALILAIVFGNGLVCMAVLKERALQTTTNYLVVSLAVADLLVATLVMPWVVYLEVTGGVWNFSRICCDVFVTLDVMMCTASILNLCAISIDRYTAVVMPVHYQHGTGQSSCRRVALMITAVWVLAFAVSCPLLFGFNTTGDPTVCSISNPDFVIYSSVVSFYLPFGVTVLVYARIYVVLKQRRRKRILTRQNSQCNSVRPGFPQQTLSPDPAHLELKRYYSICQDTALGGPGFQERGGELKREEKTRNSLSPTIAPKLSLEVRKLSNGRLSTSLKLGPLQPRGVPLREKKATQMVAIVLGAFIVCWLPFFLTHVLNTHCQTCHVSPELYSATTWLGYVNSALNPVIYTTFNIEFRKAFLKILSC
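Agonist mode: compounds and dopamine controls were applied to plated cells for 90 min at 37 degrees C after an overnight attachment at 1500 cells/well. Luminescent read-out followed 30 - 60 minutes at room temperature with DiscoveRx detection reagent.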
KB-V1 MDR tox: qHTS assay for MDR1-selective chemotherapeutics: Primary screen using the drug-selected MDR subline cells KB-V1; KB-V1 MDR cells viability, CellTiter-Glo, 72 h; Potency, µM (highest dose often 46.1 µM), inactives show at the highest dose activity change, negative = cytotoxicity, actives largely listed as cytotoxic; 3.4% of 400,000 active; further: potency means the concentration at half of the fitted maximal effect; on the % scale 0 is the no-effect control and ±100 the full control effect; nearly all actives have a fitted effect of over 60% in size
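Cells of the MDR subline KB-V1 are plated, dosed with compound at multiple concentrations, and incubated 72 h at 37 degrees C; CellTiter-Glo is then added and luminescence read after 10 min.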
KB-3-1 tox: qHTS assay for MDR1-selective chemotherapeutics: Primary screen using the parental adenocarcinoma cell KB-3-1; KB-3-1 viability, CellTiter-Glo ATP luminescence, 72 h; Potency, µM (top dose mostly 46.1 µM), without a hit: at the highest dose activity change, negative = cytotoxic, actives largely listed as cytotoxic; 1.4% of 400,000 active; AID 1347075, 2019; further: potency means the concentration at half of the fitted maximal effect; on the % scale 0 is the no-effect control and ±100 the full control effect; nearly all actives have a fitted effect of over 60% in size
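Viability of parental KB-3-1 cells, measured by CellTiter-Glo luminescence, followed a 72 h incubation at 37 °C with pinned compounds in phenol-red-free DMEM containing 10% FBS.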
Numbers without * were called inactive; ? = inconclusive. Unless noted, the call rests on the fitted dose curve; in most records, active means well fitted cell-killing curve with a large enough effect; inconclusive means small, poorly fitted or top-dose-only effect, or effect the other way; inactive means flat fitted curve, though single readings scatter. This is a subset, so the mix of outcomes need not match the whole.

SMILES | DRD3 agonist | KB-V1 MDR tox | KB-3-1 tox
CCOC(=O)c1ccc(NS(=O)(=O)c2cc3c(cc2C)n(C)c(=O)c(=O)n3C)cc1 | 3 | ? | 7%
Cc1ccc(C(=O)c2oc3ccccc3c2NC(=O)COc2ccc(Cl)c(C)c2)cc1 | 6 | 17% | 13%
Cc1ccc(N2CCN(C(=O)c3c(C)oc4ncn(C)c(=O)c34)CC2)c(C)c1 | 3 | 0% | 11%
CCN(CC)CCNC(=O)c1sc2nc3n(c(=O)c2c1C)CCCCC3 | 1 | 0% | 11%
COc1ccc(OC)c(CCNC(=O)c2nc(-c3ccc(Cl)cc3)n3c2CCCCC3)c1 | 7 | -17% | ?
Cc1ccccc1CNC(=O)CCC(=O)N1CC2CCCN2c2ccccc21 (stereo not given) | 4 | -5% | -1%
CC1=C(C(=O)NCc2ccccc2Cl)C2(CCCCCC2)OC1=O | -12 | -27% | -8%
CCCOc1ccc(C(=O)Nc2ccc(NC(=O)c3ccccc3)c(C)c2)cc1 | 1 | 8% | 3%
Cc1cccc(CNC(=O)c2ccc3c(c2)c(C)c(C)n3Cc2ccccc2)c1 | -6 | -24% | -13%
CCOCCn1ccc2c(OCC(=O)Nc3cccc(F)c3)cccc2c1=O | 8 | 5% | 7%
CC1=C(c2ccc(C)c(C)c2)S(=O)(=O)N(Cc2ccc(C(=O)NCc3ccc(C)cc3)cc2)C1=O | 6 | -23% | 1%
CCOC(=O)c1cnc2c(ccc3ccccc32)c1Nc1ccc(Cl)cc1 | -17 | 6% | -16%
Cc1cccc(CNC(=O)c2ccc(NC(=O)N3CC(C)Sc4ccccc43)cc2)c1 (stereo not given) | 3 | 19% | 13%
CCC(Sc1nnc(C)n2c1cc1occc12)C(=O)Nc1ccccc1F (stereo not given) | 8 | ? | 7%
Cc1ccc(C)c(Cn2cc(S(=O)(=O)c3ccc(Cl)cc3)c(=O)c3cc(F)ccc32)c1 | 1 | -6% | -12%
COc1cc(OC)c(NC(=O)c2cn(C3CCCC3)c(=O)c3c2c2ccccc2n3C)cc1Cl | 5 | 12% | 6%
COc1ccc(C)cc1-n1nnc(-c2nc(-c3ccccc3Cl)no2)c1N | 5 | 12% | -8%
COc1ccccc1NC(=O)CSc1nc2ccccc2c2nc(-c3ccccc3)nn12 | 5 | -6% | -6%
Cc1ccc(NC(=O)C2CCN(c3ncccn3)CC2)cc1F | 5 | 8% | 1%
COc1ccc(OC)c(C2Nc3c(C)cc(C)cc3-c3cc(C)nn32)c1 (stereo not given) | -6 | -20% | -4%
Cc1ccc(C)c(N2CCN(C(=O)Cn3ncc4c(=O)oc5ccc(C)cc5c43)CC2)c1 | 9 | 7% | 6%
COc1ccc(C(=O)c2cn(Cc3ccccc3F)c3cc4c(cc3c2=O)OCCO4)cc1OC | 2 | -1% | -7%
Cc1cc(=O)n2nc(N(C)CC(=O)NCc3cccc(Br)c3)sc2n1 | -13 | 23% | -3%
CCCN(CCC)C(=O)CSc1nc2sc3c(c2c(=O)n1-c1ccccc1)CCN(C(C)=O)C3 | -17 | -9% | 4%

Some entries already given, reduced to KB-V1 MDR tox and DRD3 agonist:
molecule	KB-V1 MDR tox	DRD3 agonist
Cc1ccc(NC(=O)C2CCN(c3ncccn3)CC2)cc1F	8%	5
COc1ccc(OC)c(C2Nc3c(C)cc(C)cc3-c3cc(C)nn32)c1 (stereo not given)	-20%	-6
Cc1ccc(C)c(N2CCN(C(=O)Cn3ncc4c(=O)oc5ccc(C)cc5c43)CC2)c1	7%	9
COc1ccc(C(=O)c2cn(Cc3ccccc3F)c3cc4c(cc3c2=O)OCCO4)cc1OC	-1%	2
Cc1cc(=O)n2nc(N(C)CC(=O)NCc3cccc(Br)c3)sc2n1	23%	-13
CCCN(CCC)C(=O)CSc1nc2sc3c(c2c(=O)n1-c1ccccc1)CCN(C(C)=O)C3	-9%	-17

Next part.
SMILES | DRD3 agonist | KB-V1 MDR tox | KB-3-1 tox
O=C(Nc1ccc(C(F)(F)F)cc1)C1CCCN(S(=O)(=O)c2cccc3cccnc23)C1 (stereo not given) | 4 | -3% | -2%
COc1cc(NC(=O)C2Cc3ccccc3N2C(=O)c2ccccc2)cc(OC)c1 (stereo not given) | -1 | -10% | -4%
CCOc1ccc(-n2c(C)nc3cc(C(=O)NC4CCCC4)ccc32)cc1 | -6 | 23% | 12%
Cc1nnc(NCc2ccccc2)c2c1nnn2Cc1ccc(F)cc1 | -1 | 3% | 1%
CCN(C(=O)C1CCN(S(=O)(=O)c2ccc3c(c2)CCCN3C(=O)C2CCC2)CC1)c1cccc(C)c1 | -7 | -6% | -20%
CCC(Cn1nnc2ccccc2c1=O)NC(=O)Nc1ccccc1OC (stereo not given) | -11 | -6% | -1%
O=C(CSc1nc(=O)n(Cc2ccco2)c2c1CCC2)Nc1cccc(F)c1 | 3 | 0% | 3%
Fc1cccc(CN2CCc3nc(Nc4ccc5c(c4)OCCO5)ncc3C2)c1F | 0 | -18% | 2%
CCN(C(=O)CSc1nc(-c2ccc(C(C)C)cc2)no1)c1ccccc1 | 4 | -1% | 0%
Cc1cccc(-c2noc(-c3ccc(N4CCOCC4)c([N+](=O)[O-])c3)n2)c1 | -11 | 2% | -1%
O=C1CSC2(C(=O)N(Cc3ccccc3)c3ccccc32)N1c1ccc(Cl)cc1 (stereo not given) | -7 | -10% | ?
CC1CCCCN1c1c(S(=O)(=O)c2ccc(Cl)cc2)cnc2ccccc12 (stereo not given) | -12 | -17% | -9%
N#Cc1cccc(Nc2ncnc3c2cnn3-c2cccc(Cl)c2)c1 | 2 | ? | 2%
CC1CCc2c(sc3nnn(Cc4cccc(C(=O)OC(C)C)c4)c(=O)c23)C1 (stereo not given) | 4 | 6% | -4%
CCOc1ccc(CN2CCN(S(=O)(=O)c3ccc(Cl)cc3)CC2)cc1 | -10 | -5% | -9%
O=C(NCc1ccc2c(c1)CCN2C(=O)c1ccccc1)c1ccccc1 | 0 | 10% | 4%
CC1CCC(NC(=O)Cn2ncc3c4ccccc4n(Cc4ccc(Cl)cc4)c3c2=O)CC1 (stereo not given) | -13 | -39% | 11%
COc1ccc(NC(=O)c2cc3ccccc3o2)c(OC)c1 | 8 | 1% | -14%
CCS(=O)(=O)N1CCc2cc(C(=O)NCCc3ccc(OC)c(OC)c3)ccc21 | -12 | 19% | -9%
CCOc1ccc(NC(=O)C2CCC(CNS(=O)(=O)c3ccc(Br)s3)CC2)cc1 (stereo not given) | -4 | 16% | -4%
CCOc1ccc(C2c3[nH]c4ccccc4c3CCN2C(=O)CSCc2ccc(F)cc2)cc1 (stereo not given) | -20 | -23% | -21%
CCc1nc2ccccc2n1CCCCOc1ccccc1C | 9 | ? | ?
Cc1cccc(C)c1NC(=O)c1cc(S(=O)(=O)N2CCCc3ccccc32)ccc1F | -19 | -62% | -26%
O=C(NCCc1csc2nc(-c3ccccc3F)nn12)C(=O)Nc1cc(F)ccc1F | 6 | -1% | 3%
Cn1c(=O)c2c(nc(CN3CCN(c4ccccc4F)CC3)n2Cc2ccc(F)cc2)n(C)c1=O | 1 | 18% | 5%
CCN(CC)c1ccc(NC(=O)C2COc3ccc(OC)cc3C2)c(C)c1 (stereo not given) | -20 | ? | ?
CC(C)(C)c1ccc(NC(=O)CSc2nnc3scc(-c4ccccc4)n23)cc1 | 22 | ? | -6%
COc1ccc(C2CC(=O)c3cc(-c4nc(-c5cccc([N+](=O)[O-])c5)cs4)c(=O)n(-c4ccc(C)c(C)c4)c3C2)cc1 (stereo not given) | -13 | 7% | 5%
CC(C)Sc1ncc(Cl)c(C(=O)Nc2nnc(C(C)C)s2)n1 | 6 | 21% | -4%
CCOC(=O)c1c(NC(=O)C(C)Oc2ccccc2F)sc(C(C)=O)c1C (stereo not given) | 7 | -18% | 3%
Cc1cccc(NC(=O)C2CCN(S(=O)(=O)c3ccc4c(c3)CCCN4C(=O)C3CCC3)CC2)c1 | 0 | -28% | -6%
Nc1nonc1-c1nc2ccccc2n1CC(=O)Nc1ccc(F)cc1 | -17 | -11% | 0%
O=C(Nc1cccc(Cl)c1)C1CCN(c2nc3ccccc3nc2C(F)(F)F)CC1 | 6 | ? | 1%
CCOc1ccccc1NC(=O)c1c(NC(=O)Cc2ccccc2)sc2c1CCCC2 | 2 | 2% | 7%
O=C(CSc1nc(-c2ccccc2)no1)N1CCN(c2ccccc2)CC1 | 4 | 7% | 7%
CCc1ccc(CNC(=O)C2CCCN(c3nn4cc(-c5ccc(F)cc5)nc4s3)C2)cc1 (stereo not given) | -9 | -5% | -28%

An excerpt of these results, with values under each structure:
Every second line gives: DRD3 agonist, KB-V1 MDR tox, KB-3-1 tox
> Cc1cccc(CNC(=O)c2ccc3c(c2)c(C)c(C)n3Cc2ccccc2)c1
 : -6, -24%, -13%
> CCOCCn1ccc2c(OCC(=O)Nc3cccc(F)c3)cccc2c1=O
 : 8, 5%, 7%
> CC1=C(c2ccc(C)c(C)c2)S(=O)(=O)N(Cc2ccc(C(=O)NCc3ccc(C)cc3)cc2)C1=O
 : 6, -23%, 1%
> CCOC(=O)c1cnc2c(ccc3ccccc32)c1Nc1ccc(Cl)cc1
 : -17, 6%, -16%
> Cc1cccc(CNC(=O)c2ccc(NC(=O)N3CC(C)Sc4ccccc43)cc2)c1 (stereo not given)
 : 3, 19%, 13%

Remaining list, next part.
SMILES | DRD3 agonist | KB-V1 MDR tox | KB-3-1 tox
Cc1ccc(CCNc2nc3c(S(=O)(=O)c4ccccc4)nnn3c3ccsc23)cc1 | -7 | 0% | 12%
COc1ccccc1CNC(=O)Cc1csc2nc(-c3ccc(Cl)cc3)cn12 | 1 | 1% | -21%
COc1cccc(-n2c(SCC(=O)Nc3cc(C)ccc3C)nc3c(oc4ccccc43)c2=O)c1 | 2 | 7% | 10%
Cc1ccsc1CCN1C(=O)N(c2ccccc2)C(=O)C1CC(=O)Nc1ccc(Cl)cc1 (stereo not given) | -2 | -4% | -2%
CCOc1ccc2nc(N3CCCC(C(=O)Nc4cccc(Cl)c4C)C3)sc2c1 (stereo not given) | -2 | -6% | 0%
O=C(CN1CCN(c2ccc(Cl)cc2)CC1)Nc1ccc(F)cc1F | 1 | 11% | -12%
Cc1ccc(-n2nc3c(=O)n(CC(=O)NCc4ccco4)nc(C)c3c2C)cc1 | -12 | 5% | -2%
CC(=O)c1cc(-c2ccc(F)cc2)n(CC(=O)NC2CCCCCC2)c1C | 6 | -2% | 4%
CCOC(=O)c1cnc2ccc(OC)cc2c1Nc1cccc(C(C)=O)c1 | 3 | -7% | 0%
Cn1c(CNC(=O)CSc2nc(-c3ccccc3F)nc3cc(=O)[nH]n23)nc2ccccc21 | 5 | ? | 15%
Cc1c(-c2ccccc2)n(-c2ccc(Cl)cc2)c2nc3c(c(=O)n(C)c(=O)n3C)n12 | 3 | 26% | -2%
COCCn1c(C)cc(O)c(C(c2ccc(OC)cc2)N2CCN(c3ccccc3)CC2)c1=O (stereo not given) | -15 | 2% | 21%
O=C(Nc1sc2c(c1C(=O)N1CCCCC1)CCCC2)c1ccccc1Cl | -3 | 0% | 2%
COc1ccc(Nc2cc(C(=O)NCCCN(C)C3CCCCC3)c3ccccc3n2)c(OC)c1 | -19 | 0% | -7%
COc1ccc(NC(=O)CCc2c(C)nc3nc(CNC(=O)OC(C)(C)C)nn3c2C)cc1OC | 8 | ? | 7%
CC(=O)N1CCCc2cc(S(=O)(=O)N3CCC(C(=O)NC4CCC(C)CC4)CC3)ccc21 (stereo not given) | 1 | -29% | 3%
CC(C)(C)c1ccc(C(=O)Nc2cc(-c3ccccc3)nn2-c2ccccc2)cc1 | 5 | 0% | 7%
Cc1c(Cl)cccc1-n1ncc(C(=O)NC2CCCCC2)c1C1CCN(C(=O)OC(C)(C)C)CC1 | 3 | -8% | 4%
COC(=O)c1ccc(C(=O)OC)c(NC(=O)c2cnn3c(C(F)F)cc(-c4ccccc4)nc23)c1 | -1 | 0% | -5%
COc1ccc(OC(=O)c2cn(-c3cccc(OC)c3)c(=O)c3ccccc23)cc1 | 8 | -8% | 0%
COc1ccc(S(=O)(=O)N2CCC(c3ccncc3)CC2)cc1OC | 6 | -14% | -7%
COc1ccccc1CNC(=O)c1cnc2c(-c3ccccc3)c(C)nn2c1C | 1 | -2% | 10%
COc1ccc(-c2noc(-c3ccc(N4CCCC4)c([N+](=O)[O-])c3)n2)cc1OC | 11 | ? | -7%
Cc1ccc(CS(=O)(=O)Cc2ccc(C(=O)NCCc3ccc(Cl)cc3)o2)cc1 | -13 | ? | 5%
COc1ccc2c(c1)CC(C(=O)Nc1cc(OC)c(OC)c(OC)c1)CO2 (stereo not given) | 1 | -13% | -3%
O=C(Nc1nnc(S(=O)(=O)N2CCCc3ccccc32)s1)c1ccc(Cl)cc1 | 2 | -3% | ?

Screening data from PubChem BioAssay.
